Source: PubChem
APJ ag: agonists of human APJ apelin receptor; P35414; CHO-K1 APJ PathHunter beta-arrestin, luminescence; 0% DMSO wells, 100% apelin; activation, % at 20 µM; 330,000 compounds, 0.11% hits;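 active = activation more than six SD over the plate average, tested at 20 µM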;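 also: 0% = DMSO alone and 100% = apelin-13 at 10 nM; some results filed as inactive read as strong as hits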
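Material: engineered CHO-K1 APJ arrestin reporter cells; amount: 1000 CHO-K1 reporter cells seeded per well; incubation: compound stimulation 90 min at 25 °C, detection 60 min; signal: luminescent beta-gal fragment complementation, chemiluminescent substrate; read-out basis: APJ agonist activity; controls: DMSO-only wells as negative, 10 nM Apelin-13 as positive control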
TIM10 inh: inhibits growth of TIM10 yeast strain; inhibition, % at 10 µM; 330,000 compounds, 1.4% hits; S. cerevisiae TIM10 strain growth, BacTiter-Glo luminescence, 24 h;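 active = inhibition of 40% or more at the single tested concentration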;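 also: wild-type TIM10 isogenic control strain grown at permissive 25 °C; 0% = DMSO yeast wells and 100% = minimal medium wells without yeast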
Mdm2-MdmX inh: human Mdm2/MdmX binding inhibition. O15151+Q00987. SaOS-2 split-luciferase Mdm2/MdmX complementation, luminescence. inhibition, % at 8 µM. 330,000 compounds, 3% hits. AID 485346;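 active = inhibition of at least 50% at 8 µM in the primary screen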
Target sequence (O15151 whole entry, looked up): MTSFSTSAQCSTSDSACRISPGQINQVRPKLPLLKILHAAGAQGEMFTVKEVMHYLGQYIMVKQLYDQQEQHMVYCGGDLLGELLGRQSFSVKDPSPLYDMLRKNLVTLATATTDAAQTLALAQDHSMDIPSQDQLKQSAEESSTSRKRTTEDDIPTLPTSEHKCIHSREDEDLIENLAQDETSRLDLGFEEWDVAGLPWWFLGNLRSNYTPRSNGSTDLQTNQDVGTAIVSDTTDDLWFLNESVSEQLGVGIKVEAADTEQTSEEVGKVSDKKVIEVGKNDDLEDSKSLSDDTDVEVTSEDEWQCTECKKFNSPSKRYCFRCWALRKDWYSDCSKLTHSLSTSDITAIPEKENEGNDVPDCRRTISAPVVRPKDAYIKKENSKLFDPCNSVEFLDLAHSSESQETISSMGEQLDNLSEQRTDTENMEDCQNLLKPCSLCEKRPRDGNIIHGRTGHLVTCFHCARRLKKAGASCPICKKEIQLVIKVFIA
Target sequence (Q00987 whole entry, looked up): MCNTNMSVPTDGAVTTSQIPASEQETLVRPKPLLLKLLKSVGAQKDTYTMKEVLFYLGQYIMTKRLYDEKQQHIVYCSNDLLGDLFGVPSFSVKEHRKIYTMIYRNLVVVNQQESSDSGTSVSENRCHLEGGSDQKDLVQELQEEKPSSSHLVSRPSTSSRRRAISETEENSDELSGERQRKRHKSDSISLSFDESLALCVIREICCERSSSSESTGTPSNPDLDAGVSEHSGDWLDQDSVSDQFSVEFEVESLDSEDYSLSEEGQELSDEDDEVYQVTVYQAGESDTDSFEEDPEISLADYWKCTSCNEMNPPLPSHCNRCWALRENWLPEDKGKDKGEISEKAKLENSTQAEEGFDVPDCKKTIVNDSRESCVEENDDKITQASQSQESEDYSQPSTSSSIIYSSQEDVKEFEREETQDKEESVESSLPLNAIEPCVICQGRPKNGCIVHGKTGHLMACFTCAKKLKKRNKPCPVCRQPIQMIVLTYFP
tim10-1 inh: tim10-1 yeast growth inhibition. AID 463190. inhibition, % at 20 µM. S. cerevisiae tim10-1 ts strain growth, BacTiter-Glo, 24 h. 330,000 compounds, 2.2% hits;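 active = inhibition of at least 40%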;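 also: mutant grown at 25 °C; 0% = DMSO wells with yeast and 100% = wells holding no yeast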
XBP1 UPR activ: activators of adaptive arm of unfolded protein response (XBP1); CHO-XBP1 luciferase reporter, IRE1-XBP1 UPR activation, luminescence; percent of tunicamycin response, DMSO as zero; 330,000 compounds, 0.33% hits; activation, % at 20 µM;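 active = versus positive control, 20 µM dose yields 30% or more activation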;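 also: 100% = tunicamycin at 10 µg/mL and 0% = DMSO only wells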
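Assay system: CHO-XBP1 luciferase reporter cells; Schedule: 6 h treatment, 37 °C; Detection: glow luminescence from Steady-Glo reagent; Benchmarks: high control tunicamycin 10 µg/mL final, low control DMSO vehicle only.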
CXCR6 inh: CXCR6 (human) receptor inhibition. O00574. CHO-K1 PathHunter CXCR6 beta-arrestin, luminescence. inhibition, % at 20 µM. 360,000 compounds, 0.36% hits; in the data active = inhibition above about 34%, passing the limit was not always enough;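 also: antagonist mode with CXCL16 agonist at 10 nM final; 0% = 10 nM CXCL16 with DMSO and 100% = unstimulated wells without agonist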
CHOP UPR activ: activators of apoptotic arm of unfolded protein response (CHOP). 330,000 compounds, 0.34% hits. CHO-CHOP luciferase reporter, UPR activation, luminescence; percent of tunicamycin response over DMSO baseline. activation, % at 10 µM. AID 449763;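 active = at 10 µM dose, activation of 40% or more, normalized to positive control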;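 also: 100% = tunicamycin at 10 µg/mL and 0% = DMSO alone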
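System: CHO-CHOP luciferase reporter cell line | Buffer or medium: F12 medium containing 10% fetal bovine serum | Doses: One dose, 10 µM in 0.5% DMSO | Times: 6 h compound exposure at 37 °C after overnight seeding | Signal: Luciferase luminescence | Read-out: % activation vs tunicamycin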
tim23-1 inh: growth inhibitors of tim23-1 mutant yeast. S. cerevisiae tim23-1 growth, BacTiter-Glo luminescence, 24 h. inhibition, % at 20 µM. 330,000 compounds, 1.3% hits;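 active = growth inhibition of the mutant yeast at or above 50%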;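 also: temperature-sensitive mutant grown at 25 °C; plate controls were DMSO-treated mutant yeast for no effect and medium wells lacking yeast for full effect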
APJ antag: APJ receptor antagonism; P35414; CHO-K1 APJ beta-arrestin complementation, luminescence; 330,000 compounds, 0.32% hits; inhibition, % at 20 µM; AID 2521;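 active = inhibition above about 40% at 20 µM, limit read from the data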;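 also: cells challenged with 10 nM apelin-13 agonist together with compound; plate controls were apelin-13 plus DMSO wells for no effect and DMSO wells lacking apelin-13 for full effect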
Numbers without * were called inactive; · = not tested or not shown.

SMILES | APJ ag | TIM10 inh | Mdm2-MdmX inh | tim10-1 inh | XBP1 UPR activ | CXCR6 inh | CHOP UPR activ | tim23-1 inh | APJ antag
N#Cc1ccccc1OCC(=O)OCC(=O)c1c[nH]c2ccccc12 | -2.3 | 22.9 | -23.2 | 20.4 | 2.9 | 5.0 | -0.9 | 22.9 | -30.9
O=[N+]([O-])c1ccc(O)c(/C=N/n2c(CO)nc3ccccc32)c1 | -1.6 | 33.4 | 12.6 | -3.5 | 0.2 | 18.0 | -1.4 | 23.4 | 27.3
O=C(NCc1cccs1)C(=O)c1cn(CC(=O)N2CCCC2)c2ccccc12 | -4.4 | 3.8 | -24.9 | 15.7 | -2.5 | -0.2 | -0.5 | 11.6 | -3.3
Cc1cccc(N2CCN(Cc3nc(CC4CC4)no3)CC2)n1 | -4.3 | -1.2 | -14.7 | 5.7 | -0.3 | 1.4 | -0.5 | 3.2 | -3.5
COc1cc2cc(CN(CCCN3CCOCC3)Cc3nnnn3Cc3ccccc3)c(=O)[nH]c2cc1OC | 0.2 | -7.9 | -0.2 | 15.9 | 0.1 | -5.9 | 1.5 | -1.8 | -6.5
C=CCNC(=O)C1CCN(c2ccc(S(=O)(=O)N3CCOCC3)cc2Cl)CC1 | -0.6 | -5.5 | 9.6 | -0.1 | -3.3 | 4.0 | 0.3 | 10.1 | 8.5
COc1ccc(/C=C(/Sc2nnc(-c3ccc(Cl)cc3)o2)C(=O)O)cc1 | -2.9 | 0.7 | -17.9 | -17.4 | 2.8 | 1.6 | 2.0 | -9.6 | 10.1
CN(C(=O)COC(=O)CCC1CCCCC1)c1c(N)n(Cc2ccccc2)c(=O)[nH]c1=O | -4.1 | -7.8 | 31.0 | 2.0 | -2.4 | -0.8 | 1.9 | 11.5 | 5.2
CCOc1cc(-c2noc(N)c2C#N)cc(OCC)c1OCC | 11.1 | 67.0* | 16.8 | 67.7* | 1.7 | -10.6 | -1.0 | 47.5 | -39.7
CN(C)S(=O)(=O)N1CCC(Oc2ccc(C(=O)NCC(C)(C)CO)cc2)CC1 | -2.8 | -6.9 | 18.5 | -19.2 | 0.9 | 5.2 | -0.1 | 1.0 | 6.2
COc1cc2sc3cc(NCc4ccc5c(c4)OCO5)ccc3c(=O)c2cc1OC | -0.7 | 21.1 | 4.5 | 12.8 | 8.6 | 3.5 | 0.1 | 23.8 | 12.1
CCCCCn1c(=O)c(Cc2ccccc2)c(O)c2ccccc21 | -5.0 | 5.4 | 32.9 | -2.3 | 1.1 | 3.9 | 0.9 | 10.6 | 2.8
CCCCc1c(C)nc(N)[nH]c1=O | -4.3 | 5.8 | 38.0 | 10.6 | -2.1 | -6.9 | -2.5 | 2.3 | -2.0
CCN(CC)C(=O)/C(=C/c1ccc2c(c1)OCO2)NC(=O)c1ccc(Br)cc1 | -2.0 | 2.3 | 14.6 | 33.8 | -5.2 | 6.6 | -0.7 | 8.0 | 6.0
CC(Oc1ccc(C(=O)c2ccc(F)cc2)cc1)C(=O)N1CCOCC1 (stereo not drawn) | 12.3 | -2.4 | -9.7 | 5.2 | 1.6 | 3.5 | -0.3 | 7.5 | 16.4
Cc1cccc(N2CSC3=C(C#N)C(c4ccc(C)o4)CC(=O)N3C2)c1 (stereo not drawn) | -1.4 | -27.5 | -10.7 | 17.8 | 1.3 | · | 6.0 | -38.1 | -13.3
COC(=O)c1ccc(CN2CCC(CO)(Cc3cccc(OC)c3)CC2)cc1 | -1.6 | -15.8 | -2.6 | 2.2 | 1.4 | -0.9 | -2.0 | -8.8 | 21.0
CCOC(=O)C(=NCCOC)NNc1cc(Cl)ccc1Cl | -5.7 | 7.4 | -27.3 | 24.2 | 0.6 | 11.4 | 0.6 | 34.2 | 12.2
[O-]/[N+](=C/c1ccc(F)cc1)c1ccc(Cl)cc1 | -3.5 | -11.5 | -28.9 | 20.0 | 1.7 | -12.9 | 4.7 | 12.7 | -2.7
c1ccc(C2=NNC(=NC3CC3)SC2)cc1 | 6.0 | 4.9 | 32.2 | -5.6 | -8.9 | -2.8 | -6.8 | 21.9 | -16.9
O=C(O)c1ccccc1C(=O)c1ccc(Br)s1 | 0.2 | 3.4 | 37.3 | 5.5 | -1.0 | 5.8 | 1.2 | -2.7 | 9.3
COC(C[C@@H]1O[C@@H]1[C@H](O)[C@H](C)OCc1ccccc1)OC | -3.4 | 0.6 | 16.2 | -6.0 | -0.5 | 3.9 | 1.3 | 5.2 | 6.6
O=C1N(C2CCCC2)C[C@@H]2C[C@@H](c3cccn3-c3ccccn3)N3CCC[C@@]123 | -3.4 | 7.7 | 15.2 | 1.1 | -1.7 | 7.5 | -0.2 | -1.6 | -0.1
O=C(Nc1ccc2nsnc2c1)NC1CCCCC1 | -1.6 | 15.6 | -89.7 | 6.7 | -1.0 | 7.3 | 7.7 | 2.3 | 6.9
CCN1CCN(S(=O)(=O)c2ccc(Cl)c(C(=O)NCc3ccco3)c2)CC1 | -1.8 | 3.7 | -0.6 | -6.8 | -1.7 | 2.9 | 0.4 | -6.9 | 0.1
COc1c(/C=N/Nc2ccc(C(=O)O)cc2)c(CCN(C)C(C)=O)cc2c1OCO2 | -1.5 | -2.6 | 0.6 | 12.7 | -1.4 | -18.4 | 1.1 | 9.5 | -14.9
O=C(NCCN1C(=O)S/C(=C\c2cccnc2)C1=O)C1=NN(c2ccccc2)C(=O)CC1 | -2.9 | 5.5 | -23.4 | 27.9 | -1.6 | -6.1 | 0.0 | 21.3 | 5.5
CCS(=O)(=O)c1ccc2oc(SCC(=O)NCCc3ccc(OC)cc3)nc2c1 | -5.5 | 2.3 | 3.4 | 1.1 | 4.5 | 11.2 | -2.5 | 8.4 | 23.4
O=C(Cn1nc(Cc2cccnc2)c2ccccc2c1=O)Nc1ccccc1F | -3.9 | -4.7 | -7.2 | 7.1 | 0.5 | -1.3 | 0.0 | 11.0 | 2.9
N/C(CN1CCCCC1)=N\S(=O)(=O)c1cc(Cl)cc(Cl)c1 | 2.4 | 1.7 | 2.1 | 19.6 | 0.5 | -5.7 | -1.1 | 7.9 | -11.0
O=C(/C=C/c1ccc(F)cc1)NCCc1ccc2c(c1)OCCO2 | 0.7 | -7.2 | 35.3 | -19.0 | -0.9 | 0.4 | 4.5 | 23.2 | 8.9
CCOc1cc(CNCc2cc(OC)cc(OC)c2)ccc1OC | -3.1 | -8.9 | 5.2 | -8.9 | -1.6 | -2.1 | 0.5 | -8.0 | 17.3
O=C(N/N=C/c1cccc(F)c1)c1cc(-c2ccco2)nc2ccccc12 | -4.6 | 10.3 | -11.1 | 4.5 | -2.1 | -13.8 | 2.4 | 6.3 | 3.1
CCOC(=O)c1cccc(NC(=O)C2CCN(S(=O)(=O)c3cnc[nH]3)CC2)c1 | 5.7 | -9.5 | -14.6 | -2.8 | -0.6 | 7.5 | 1.8 | 5.7 | 5.9
Cc1cc(C)nc(SCCN2CCOCC2)n1 | -1.7 | -0.3 | 4.6 | -3.4 | 2.4 | -0.9 | 0.4 | 2.5 | 9.9
Cc1ccc(S(=O)(=O)CC(O)COc2ccc(F)cc2Cl)c(C)c1 (stereo not drawn) | -1.8 | -0.9 | -9.0 | -33.6 | 1.0 | -10.1 | -1.7 | 28.7 | -3.9
COc1ccc([N+](=O)[O-])cc1Nc1c2ccccc2nc2ccccc12 | -4.1 | 3.4 | 64.4* | 13.5 | 8.3 | 5.9 | 1.6 | 31.9 | 5.8
O=C1c2cc(O)c(O)cc2S(=O)(=O)C1c1ccccc1 (stereo not drawn) | 3.7 | 1.8 | 8.3 | 0.8 | -3.1 | -0.1 | 0.4 | 7.6 | -14.4
CCC(C)NC(=O)CNC(=S)N(CCCN1CCOCC1)Cc1cccs1 (stereo not drawn) | 2.0 | -7.7 | 7.1 | 19.9 | -1.7 | -19.2 | 1.5 | 14.0 | -0.5
CS/C(=N\S(=O)(=O)c1ccc(N)cc1)NS(=O)(=O)c1cccs1 | -3.2 | 6.0 | 13.2 | -0.6 | -1.9 | 0.4 | 0.9 | 0.6 | -14.3
CN(C)CCCN(C(=O)c1sc2ccccc2c1Cl)c1nc2ccc(F)cc2s1 | -3.3 | 17.4 | -16.3 | 27.0 | 4.8 | -8.0 | 7.2 | 31.1 | 5.0
O=C(CSc1nc(-c2cccs2)cc(C(F)(F)F)n1)NCCCN1CCOCC1 | 1.5 | 12.4 | -18.9 | -4.5 | -1.3 | -3.7 | -0.1 | 5.9 | 2.2
O=C(O)C(NS(=O)(=O)c1cccc2nsnc12)c1ccccc1 (stereo not drawn) | -2.6 | 13.8 | 15.9 | 1.4 | -2.4 | -0.7 | -0.1 | 4.0 | 3.1
Cn1c(Cn2c(=O)sc3ccccc32)nnc1SCC(=O)Nc1ccc2c(c1)OCO2 | -1.7 | 5.3 | -39.9 | 7.6 | -2.1 | 4.7 | -0.9 | 9.7 | 5.6
Cc1ccccc1OCC(=O)N(Cc1nnc(-c2ccc(Cl)cc2)o1)C(C)C | -1.6 | 10.4 | 31.4 | 25.4 | -3.6 | 4.3 | -2.9 | 28.2 | 0.0
CN(Cc1ccccc1)C(=O)c1ccc(NC(=O)C2CCN(C(=O)OC(C)(C)C)CC2)cc1 | 8.6 | -2.8 | 75.8* | 1.1 | -3.8 | -5.7 | 2.3 | 8.9 | -3.0
O=C(O)CSc1nc(SCc2ccccc2Cl)nc2c1CCCC2 | -3.3 | 4.7 | 27.6 | 12.1 | 5.0 | -13.9 | -0.2 | 14.6 | 1.6
Cc1nc2ccccc2n1CC(O)Cn1c(C(F)(F)F)nc2ccccc21 (stereo not drawn) | -1.5 | 3.2 | 10.2 | 8.8 | -1.3 | -4.2 | -2.4 | 15.8 | 17.2
Cc1ccc(S(=O)(=O)N(C)c2ccc(OCC(=O)N3CCCCC3)cc2)cc1 | -6.5 | -13.5 | 23.7 | -7.2 | -5.0 | -6.6 | -0.5 | -0.5 | 7.4
CC(OC(=O)C1=COCCO1)C(=O)Nc1ccc(Cl)cn1 (stereo not drawn) | -1.8 | 4.5 | 9.1 | -4.8 | -0.9 | -7.3 | -1.3 | -0.8 | 5.4
COc1ccc(/C=C/C(=O)Oc2ccc(C)cc2)cc1 | -3.9 | 15.7 | 34.7 | 24.6 | 28.7 | -2.0 | 42.7* | 24.7 | -0.1
Cn1c(CC(=O)NNC(=O)c2cccnc2)nc2ccccc21 | -1.3 | 0.1 | -6.3 | -3.8 | -2.9 | -3.5 | 1.3 | 15.7 | 2.2

A portion of the library; the hit share may differ from the screen's.
